Assay outcomes as filed in PubChem BioAssay.
TRHR agonist = TRH receptor (human) agonism; TRHR cells, calcium flux fluo-8, FDSS agonist mode; hit rate 0.18% among 360,000; activation, % at 2 µM; P34981; also: 0% is about no effect
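Steps: seed TRHR cells overnight; add fluo-8 no-wash Ca dye, RT 30 min–1.5 h; record 10 s baseline; pin-transfer compounds; monitor fluorescence 1 cycle/s for the agonist window. Calcium increases flag candidate agonists.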
D2 antag = antagonists of human D2 dopamine receptor; P14416; HEK293 TREx D2 cells, calcium flux, dopamine EC80; inhibition, % at 10 µM; hit rate 2% among 340,000; in the data active = inhibition above about 30%; also: 0% is about no effect
Target sequence (P14416 whole entry, looked up): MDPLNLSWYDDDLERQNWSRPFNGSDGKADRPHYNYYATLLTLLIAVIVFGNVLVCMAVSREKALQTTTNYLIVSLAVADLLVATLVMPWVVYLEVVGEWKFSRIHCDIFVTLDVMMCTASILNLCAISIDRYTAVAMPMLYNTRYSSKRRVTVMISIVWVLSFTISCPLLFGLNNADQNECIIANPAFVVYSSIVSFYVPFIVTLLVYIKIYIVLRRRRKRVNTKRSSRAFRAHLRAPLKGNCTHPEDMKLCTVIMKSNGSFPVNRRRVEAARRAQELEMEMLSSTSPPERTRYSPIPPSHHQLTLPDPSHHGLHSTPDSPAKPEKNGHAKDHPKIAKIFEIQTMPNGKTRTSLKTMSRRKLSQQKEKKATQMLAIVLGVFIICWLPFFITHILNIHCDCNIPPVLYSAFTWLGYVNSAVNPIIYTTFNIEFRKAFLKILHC
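Compounds are added to dye-loaded, induced HEK293 T-REx cells coupled to calcium release via D2; after a 3 min kinetic read an EC80 dopamine stimulus is given and fluorescence is recorded for 3 more min.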
D2 agonist = activates the human D2 dopamine receptor. P14416. HEK293 T-REx D2 cells, calcium flux agonist mode. activation, % at 2 µM. hit rate 0.53% among 340,000;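 active = activation over 3 SD above normal in the single-dose calcium agonist read, cut at about 30% in these data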; also: 0% is about no effect
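Agonism is scored from calcium flux in a force-coupled, inducible HEK293 cell line expressing D2, read kinetically for 180 s after compound addition against dopamine controls.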
TRHR enhancer = allosterically enhances the human TRH receptor; P34981; TRHR cells, fluo-8 calcium fluorescence, EC20 TRH enhancement; enhancement, % at 2 µM; hit rate 0.66% among 360,000; AID 493056; in the data active = enhancement above about 30%; also: 0% is about no effect
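TRHR-expressing cells loaded with fluo-8 calcium dye were read kinetically (ex 480/em 530) during compound addition, then stimulated with an EC20 of TRH (10 nM final). Enhancement of the Gq-mediated intracellular calcium response was scored.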
D1 ag = human D1 receptor agonism; P21728; HEK293 T-REx D1 cells, calcium flux, agonist mode; activation, % at 2 µM; hit rate 1% among 360,000; AID 504660; also: 0% is about no effect
Target sequence (P21728 whole entry, looked up): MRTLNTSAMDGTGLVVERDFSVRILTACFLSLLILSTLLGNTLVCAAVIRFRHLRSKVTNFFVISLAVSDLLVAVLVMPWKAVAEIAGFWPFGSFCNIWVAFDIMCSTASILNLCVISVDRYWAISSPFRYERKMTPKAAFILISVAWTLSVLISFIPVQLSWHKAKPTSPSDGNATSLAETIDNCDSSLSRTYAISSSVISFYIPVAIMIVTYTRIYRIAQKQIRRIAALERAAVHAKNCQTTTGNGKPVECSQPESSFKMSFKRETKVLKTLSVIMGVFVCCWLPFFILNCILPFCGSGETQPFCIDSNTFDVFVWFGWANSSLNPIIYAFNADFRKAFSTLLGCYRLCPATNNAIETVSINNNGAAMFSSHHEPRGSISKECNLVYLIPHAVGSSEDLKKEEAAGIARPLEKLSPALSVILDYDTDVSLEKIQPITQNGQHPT
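Inducible HEK293 T-REx D1 cells, force-coupled to calcium signalling, were plated at 4000 cells/well with tetracycline and held overnight at 30 C. After no-wash calcium dye loading, compound-evoked calcium rise over 180 s flagged agonists.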
D1 antagonist = human D1 dopamine receptor antagonism. hit rate 3.2% among 360,000. activity change, negative = inhibition, % at 10 µM. HEK293 TREx D1 cells, calcium flux, dopamine EC80; active compounds read low. AID 504652; in the data active = activity change below about -30%; also: % is scaled to controls: 0 for no effect and ±100 for the full control effect
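Tetracycline-induced HEK293 T-REx cells with force-coupled D1 receptor were loaded with a no-wash calcium dye. Compound was added after a 10 s baseline and read kinetically for 180 s; EC80 dopamine was then added and calcium flux followed another 180 s.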
D1 potentiator = human D1 dopamine receptor positive modulation; P21728; HEK293 TREx D1 cells, calcium flux, dopamine EC20 potentiation; potentiation, % at 10 µM; hit rate 0.036% among 360,000; in the data active = potentiation above about 30%; also: 0% is about no effect
D2 PAM = positive allosteric modulators of human D2 dopamine receptor | P14416 | HEK293 T-REx D2, calcium flux, EC20 dopamine potentiation | potentiation, % at 10 µM | hit rate 0.34% among 340,000;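 active = potentiation over 3 SD above the plate norm, cut at about 30% in these data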; also: 0% is about no effect
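Calcium flux readout, no-wash dye, 1 read/s. Inducible HEK293 Trex D2 line, overnight 30 C. Compound alone 180 s (agonist flags), then EC20 dopamine, another 180 s to score potentiation.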
RXFP1 antag = antagonists of human relaxin receptor RXFP1; hit rate 0.59% among 350,000; HEK293-RXFP1, relaxin-stimulated cAMP HTRF, 30 min; active compounds read low; Q9HBX9; AID 1259400; activity change, negative = inhibition, % at 57.5 µM;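 active = activity change of -60% or lower, but not beyond a set lower limit; inconclusive = change between -60% and -40%, or beyond the set limit; inactive = change above -40%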; also: % is scaled to controls: 0 for no effect and ±100 for the full control effect
The depositor's hits bear a star; ? = inconclusive; / = no result given; & = joins results of further samples. Rule as the data show it, unless noted: active = activation above about 30%; inactive = the rest.

Fields – TRHR agonist, D2 antag, D2 agonist, TRHR enhancer, D1 ag, D1 antagonist, D1 potentiator, D2 PAM, RXFP1 antag
Cc1nc(C(=O)Nc2ccc(Cl)cc2)sc1C1(C)CC(c2ccccc2)=NO1 (stereo not drawn)
    2.2, 3, 1.4, 9, 7, 5, 3, -8, /
COc1ccc2nc(N(Cc3cccnc3)C(=O)c3ccc(Cl)cc3)sc2c1
    0.2, /, 0.8, -2, 5, /, -4, -3, 0
CC(=O)Nc1ccc(NC(=S)Nc2ccc(Br)cc2)cc1
    0.2, 13, 0.4, -12, 8, -6, -1, -14, -8
CCOC(=O)N1CCN(c2ncc(C(F)(F)F)cc2Cl)CC1
    0.7, 2, -0.9, 1, 1, 7, -2, -5, 4
Cc1ccc(C(=O)OCC(=O)Nc2sccc2C(N)=O)cc1NC(=O)c1ccco1
    -0.3, -19, -0.5, -13, -2, -15, -7, -10, -11
CCCn1c(SCC(=O)c2c[nH]c3ccccc23)nnc1-c1ccncc1
    0.7, -8, 0.5, -2, 3, -12, 5, -3, 0
O=C(O)CSCC(=O)NCc1ccccc1
    0.2, /, /, 14, 4, -3, 0, /, -27
CCCn1c(=O)c(C(=O)NCC2CCCO2)c(O)c2ccccc21 (stereo not drawn)
    0.2, -1, 0.6, 2, 4, -12, 0, 3, -1
Cc1ccc(CS(=O)(=O)CCC(=O)NCCC(C)C)cc1
    -0.8, 14, -0.8, -4, 0, -3, -4, -3, 3
CC(C)C[C@H](NC(=O)c1nc[nH]c1C(=O)NC1CCNCC1)C(=O)OCc1ccccc1
    -0.3, -5, 0.5, 6, 1, 4, -3, 14, /
NS(=O)(=O)c1cc(C(=O)NCCc2ccccn2)ccc1Cl
    0.3, -7, 1.4, -1, 1, -12, -3, -6, 1
Cc1ccccc1Cn1c(=O)n(CCCCC(=O)NCc2ccccc2Cl)c(=O)c2ccccc21
    0.2, /, 0.1, -3, 0, 0, 1, -6, /
CCOC(=O)C(C#N)C(Cc1ccccc1)c1ccco1 (stereo not drawn)
    0.0, -14, -0.5, -2, -2, 4, -2, 8, -2
CC1=C(C(=O)Nc2ccc(Cl)cc2)C(c2ccccc2)n2ncc(C(=O)Nc3ccccc3)c2N1 (stereo not drawn)
    0.5, /, /, 0, 4, -2, -2, -2, ?
CCOc1nc(CC)nc(NC(=O)NS(=O)(=O)c2ccccc2Cl)n1
    0.0, -12, -0.1, -2, 7, -1, -1, 13, -12
Cc1cc(-c2nc3c4c5c(sc4[nH]c(=O)n3n2)CCC5)c(C)o1
    0.2, -5, -0.2, 0, 0, -1, 6, 0, -10
CCCN(CCC)S(=O)(=O)c1cccc(C(=O)Nc2ccc3c(c2)OCO3)c1
    0.0, -17, 0.3, 0, 4, -15, -10, -3, /
O=C1CN(C(=O)c2cccc(F)c2)C(c2ccc(F)cc2)c2cc(F)ccc2N1 (stereo not drawn)
    -0.2, 8, 1.5, -3, 2, 17, 0, -5, -9
Cc1cc(Cn2nc(-c3ccccc3)cc2C(=O)NCC2CC2)on1
    -0.6, 9, -0.2, 5, -1, -8, 1, -7, /
CCC(C)NCCOc1cc(C)cc(C)c1C (stereo not drawn)
    0.7, 51*, 1.4, 0, 8, 10, 2, -20, -10
CC(=O)c1ccc(NC(=O)Cn2c(=O)nc(-c3ccccc3)c3cc(Cl)ccc32)cc1
    -1.9, /, 0.7, 18, 0, 0, 0, 12, 8
COc1ccc(NC(=S)N2CCN(c3ccccn3)CC2)cc1OC
    -0.6, 2, 49*, 1, 2, -10, -9, -13, -1
COc1ccc(NC(=O)C2CC(=O)n3cnnc3S2)cc1 (stereo not drawn)
    -0.8, 14, 0.1, -6, 1, 3, 0, -3, -1
OCCN(CCO)c1ncnc2c1oc1ccc(Br)cc12
    -0.5, 6, -0.2, 0, 5, -3, 2, -2, 0
CC1=C(C(=O)N(C)C)C(c2cccc(Cl)c2)NC(=O)N1 (stereo not drawn)
    -0.5, -7, 0.4, -3, 2, 1, -5, 25, -9
CCOC(=O)C1=C(N)OC2=C(C(=O)CC(C)(C)C2)C1c1ccccc1OCC#N (stereo not drawn)
    -2.1, 5, 0.6, 1, 1, -5, 3, -1, 4
O=C(CSC1=Nc2ccccc2C2=NC(CC(=O)NC3CCCCC3)C(=O)N12)Nc1ccc(F)cc1 (stereo not drawn)
    -0.2, /, /, -4, 0, 22, 1, -24, -29
COc1ccc(-c2n[nH]c3c2CN(C(=O)c2ccc(OC)c(OC)c2)CC3)cc1
    -0.3, 6, -0.2, 0, 4, -4, -2, -5, 2
O=c1cc(CO)oc(CN2CCN(Cc3ccccc3)CC2)c1O
    0.0, -12, -1.7, -7, 2, -1, -4, 7, -3
O=C(CSc1nc2[nH]ncc2c(=O)n1-c1ccccc1Cl)N1CCCC1
    -0.6, 3, -1.1, 8, 1, -8, -2, 9, 0
CCOc1ccccc1CNC(=O)CC(C)n1ccc(C)n1 (stereo not drawn)
    0.2, /, -0.8, 5, 0, -7, -4, 20, -4
Cc1cc(C)cc(-n2c(C)cc(/C=N\NC(=O)COc3cccc4cccnc34)c2C)c1
    -0.5, 27, -0.5, -2, 45*, 11, 3, -8, -16
Cc1ccc(S(=O)(=O)N(C)c2ccc(OC(=O)c3cccs3)cc2)cc1C
    1.1, /, /, -4, 7, 0, -10, 4, -13
C=CCc1cc(OC)ccc1OCCOCCN1CCc2ccccc2C1
    0.2, 84*, -0.9, 0, 11, -43*, -11, -25, -33
COc1ccccc1CC(=O)N1CCC(n2nccc2NC(=O)C2CCOC2)CC1 (stereo not drawn)
    0.6, 5, 0.3, -2, 1, -16, 4, -16, 0
CCN(CC(=O)NCc1ccc(Cl)cc1)C(=O)CSc1cc(C)ccc1C
    0.0, /, /, -1, 7, -4, -3, /, 0
COc1ccc(C2=NN(CN3C(=O)C(=O)c4ccccc43)C(c3ccc(Br)cc3)C2)cc1 (stereo not drawn)
    0.0, -5, 0.2, -5, 1, -4, 0, 4, 15
CCCC1C2CN(C(C)C)CC=C2C(C#N)=C(N)C1(C#N)C#N (stereo not drawn)
    7.1, -18, 4.1, 5, 12, 12, 0, 13, 0
COc1cc(OC)cc(C(=O)NNC(=O)CCNS(=O)(=O)c2ccc(C)c(C)c2)c1
    0.0, 4, -0.4, -5, 2, -10, -4, 0, 2
Cc1cc(=O)n2nc(-c3ccc(C(F)(F)F)cc3)sc2n1
    0.3, -16, 0.8, 2, -2, -2, 9, 10, -13
CCc1c(C)sc(NC(=O)C2CC(c3c(F)cccc3Cl)=NO2)c1C#N (stereo not drawn)
    0.1, 0, -0.1, -1, 4, -16, -4, 3, 0
NC(N)=NC(N)=Nc1ccc(SC(F)(F)F)cc1
    0.3, -3, 3.3, 3, 1, 13, -4, -3, -34
COc1ccc(N2CCN(C(=O)COC(=O)c3oc4ccccc4c3C)CC2)cc1
    -0.1, -7, -2.7, 2, 1, 3, /, -3, -5
Cc1ccc(S(=O)(=O)N2CC3CCC2C3)cc1 (stereo not drawn)
    -0.1, 5, -0.6, -8, 1, 4, -3, -4, -32
Cc1cc(C)n(C2CC(=O)N(c3cccc(Cl)c3)C2=O)n1 (stereo not drawn)
    0.5, 1, 0.8, 1, 2, -9, -4, /, 2
O=C(NCc1ccccn1)c1ccc2c(c1)N(Cc1ccccc1)CCS2
    -0.2, /, /, -6, 3, 0, -1, /, -4
O=C1CC(c2ccco2)CC(O)=C1C=NCCO (stereo not drawn)
    2.1, -7, 0.2, 1, 3, 4, 0, 7, -3
O=C(Nc1cc(Cl)ccc1Cl)c1noc2c1CCCC2
    -0.3, 2, -1.9, -5, 2, 10, -2, 1, /
O=C1OC(N2CCN(c3ccccn3)CC2)c2ccccc21 (stereo not drawn)
    0.4, 34*, 55*, -4, 3, -4, -5, -23, -2
CCC(C)Sc1nc2c(c(=O)[nH]c(=O)n2C)n1CC(O)COc1cccc2ccccc12 (stereo not drawn)
    0.1, -6, -0.2, -4, 1, 19, -3, 8, -10
Cc1cc[n+](-c2nc3ccccc3nc2[N-]S(=O)(=O)c2cccs2)cc1C
    0.4, 0, 0.0, 7, 2, 11, 3, 2, 2
Cc1nc(-c2ccccc2)[nH]c(=O)c1Oc1ccc(Cl)cc1Cl
    0.0, 8, -0.4, -6, 5, 0, 4, -7, 2
COc1ccc(C(=O)CSc2nnc(-c3ccco3)c(-c3ccco3)n2)cc1
    -0.1, -19, 0.0, 7, 9, 6, -10, 4, -17
O=C(CN1C(=O)C2(SCC(=O)N2c2cccc(Cl)c2)c2ccccc21)NCCc1ccccc1 (stereo not drawn)
    -1.2, /, -0.2, 6, 10, -13, 5, -12, /
O=C(NCCCN1CCN(CCCNC(=O)c2ccc(F)cc2)CC1)c1ccc(F)cc1
    -0.6, -3, 0.6, 7, 3, -12, 0, -3, 0
Cc1ccccc1OCC(=O)NNC(=O)C1CC(=O)N(c2ccc3c(c2)OCCO3)C1 (stereo not drawn)
    -0.1, 3, 0.2, -3, 0, 7, -1, 1, 7
O=C(O)/C(=C1\OC(=O)c2ccccc21)c1ccccc1
    -0.5, -8, -0.4, 7, 1, 5, -2, 2, 4
S=C(N/N=C/c1ccccc1)N1CCOCC1
    0.4, 2, 1.4, -10, 2, -2, -4, -10, -10
COc1ccc(CNC(=O)CCC(=O)N2CC3CCCN3c3ccccc32)cc1 (stereo not drawn)
    -0.1, /, 0.2, -3, 1, -18, -6, 2, -11
CCn1c(SCC(=O)Nc2nc3ccc(OC)cc3s2)nnc1-c1ccoc1C
    -0.3, 12, 0.1, 7, 1, -7, 9, 1, -5

Additional compounds follow:
Fields – TRHR agonist, D2 antag, D2 agonist, TRHR enhancer, D1 ag, D1 antagonist, D1 potentiator, D2 PAM, RXFP1 antag
COc1ccc(NS(=O)(=O)c2ccc(NC(=S)NC(=O)C(C)C)cc2)cc1
    2.0, -3, 2.1, 4, 23, 20, -4, 11, -3
COC(=O)c1ccc(NC(=S)NCCc2ccc(OC)cc2)cc1
    0.6, 15, 1.3, 1, 14, -29, -7, -7, 14
COc1ccc(NC(=O)Nc2c[nH]c(=O)[nH]c2=O)c(OC)c1
    0.3, /, 0.6, -3, 2, -8, 1, /, -5
Cn1nnc2cc(C(=O)NCc3ccco3)ccc21
    0.2, 12, -0.6, -5, 0, 5, -8, -10, 2
Cc1cccnc1NC(=O)c1ccc(S(=O)(=O)N2CCCCC2)cc1
    0.1, /, /, -4, 0, 5, -4, /, 6
COc1ccc(C2(c3ccc(OC)cc3)NC(=O)N(CC(=O)Nc3ccccc3)C2=O)cc1
    0.8, 0, 1.2, 0, 14, -3, 8, /, -15
Cc1cccc(-c2nnn3c2nc(NCCc2ccc(S(N)(=O)=O)cc2)c2ccccc23)c1
    -0.4&0.2, -4, 0.3&0.8, 3&5, -1&2, -8&-16, -2&-1, 12&15, /

Arranged by molar mass (descending): 3 of the compounds above
Fields – TRHR agonist, D2 antag, D2 agonist, TRHR enhancer, D1 ag, D1 antagonist, D1 potentiator, D2 PAM, RXFP1 antag
COc1ccccc1CC(=O)N1CCC(n2nccc2NC(=O)C2CCOC2)CC1 (stereo not drawn)
    0.6, 5, 0.3, -2, 1, -16, 4, -16, 0
COc1ccc(C(=O)CSc2nnc(-c3ccco3)c(-c3ccco3)n2)cc1
    -0.1, -19, 0.0, 7, 9, 6, -10, 4, -17
O=C1OC(N2CCN(c3ccccn3)CC2)c2ccccc21 (stereo not drawn)
    0.4, 34*, 55*, -4, 3, -4, -5, -23, -2
